Bioassay records deposited in PubChem BioAssay by several laboratories.
Phagocyt inh = inhibitors of macrophage phagocytosis, primary screen, imaging, J774A.1 cells, IgG beads; hit rate 0.07% among 110,000; J774A.1 macrophage IgG-bead phagocytosis; inhibition, % at 5 µM;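 active means inhibition above the mean of the plate negative controls plus 5 SD, cut at about 13% in these data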;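 further: phagocytic index as fraction of beads internalized from green versus red external bead signal; plate controls were DMSO negative control for no effect and cytochalasin-D positive control for full effect; some results beyond the cut were filed as inactive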
NPY-Y2 antag = NPY-Y2 receptor antagonists, primary screen, cell-based; AID 793, 2007; inhibition, % at 2.7 µM; hit rate 0.99% among 140,000; NPY-Y2 expressing cells, antagonist mode; Neuropeptide Y receptor type 2 (Homo sapiens), P49146; in the data active means inhibition above about 17%;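 further: 0% = vehicle with agonist challenge and 100% = reference antagonist with challenge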
Target sequence (P49146 whole entry, looked up): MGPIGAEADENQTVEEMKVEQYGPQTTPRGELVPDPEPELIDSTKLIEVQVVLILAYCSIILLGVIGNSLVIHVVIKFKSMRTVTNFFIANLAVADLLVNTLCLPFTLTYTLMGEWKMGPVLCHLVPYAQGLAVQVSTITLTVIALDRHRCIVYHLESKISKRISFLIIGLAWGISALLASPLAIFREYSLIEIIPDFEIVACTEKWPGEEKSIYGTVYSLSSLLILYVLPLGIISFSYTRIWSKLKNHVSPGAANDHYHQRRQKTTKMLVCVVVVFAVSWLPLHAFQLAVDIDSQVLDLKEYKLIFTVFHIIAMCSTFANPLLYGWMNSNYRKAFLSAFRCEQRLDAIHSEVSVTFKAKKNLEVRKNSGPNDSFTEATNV
Yeast life ext = compounds extending yeast replicative lifespan, primary screen, S. cerevisiae, OD615. S. cerevisiae growth with nicotinamide; deaD strain in restrictive glucose medium. hit rate 0.68% among 130,000. AID 775, 2007. inhibition of the nicotinamide effect, % at 10 µM;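 active means inhibition above a set limit, placed 3 SD over the median of all compounds, cut at about 26% in these data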;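 further: 0% = nicotinamide-treated wells and 100% = cells grown without nicotinamide; some compounds called inactive have numbers as strong as hits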
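Assay system: DeaD-strain S. cerevisiae. Medium: CSMM-D glucose medium, restrictive. Reagent: nicotinamide, 1.5 mM, co-present with compound. Compound: 10 µM single point, 0.25% DMSO. Schedule: culture preincubation 4 h, compound exposure 48 h, both 30 °C. Detection: absorbance at 615 nm.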
MRP-1 activ = H69AR viability gain despite doxorubicin, primary screen, MRP-1 activator project, H69AR cells, CellTiter-Glo; viability rescue; viability increase, % at 10 µM; hit rate 0.61% among 140,000; AID 799, 2007;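 active means viability gain under doxorubicin at or above a set limit, the compound median plus 3 SD, cut at about 4.7% in these data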;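 further: MRP-1 overexpressing cells given doxorubicin 25 µM after compound pretreatment; 18-22 h compound pretreatment then 72 h with doxorubicin before readout; 0% = doxorubicin-only wells and 100% = vehicle-treated cells without doxorubicin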
bCat KO growth = primary screen for growth suppressors in beta-catenin knockout HCT116 cells (colon tumor, human); viability, % at 10 µM; hit rate 1.5% among 140,000; HCT116 beta-catenin knockout viability, CellTiter-Glo, 60 h; active compounds read low; AID 818, 2007;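 active means viability at or under a set limit, the compound median less 4 SD, cut at about 6% in these data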;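 further: 0% = Hyamine 1622 control at 20 µM and 100% = untreated cell control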
HCT116 PTEN-null = growth suppression of PTEN-null HCT116, primary screen, cell-based, CellTiter-Glo; viability, % at 10 µM; hit rate 1.2% among 140,000; HCT116 PTEN-null viability, 60 h; active compounds read low;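 active means viability at or below a set limit, 4 SD under the median of all tested compounds, cut at about 3.7% in these data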;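 further: PTEN knockout HCT116 line with beta catenin targeted HCT116 as companion control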
GALR2 blocker = GALR2 antagonists in receptor-expressing cells, primary screen; hit rate 0.39% among 140,000; antagonist mode; Galanin receptor type 2 (Homo sapiens), O43603; inhibition, % at 4 µM; in the data active means inhibition above about 27%;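 further: cells stimulated with galanin 1-16 at roughly its EC80; 0% = agonist challenge control and 100% = basal control without agonist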
Target sequence (O43603 whole entry, looked up): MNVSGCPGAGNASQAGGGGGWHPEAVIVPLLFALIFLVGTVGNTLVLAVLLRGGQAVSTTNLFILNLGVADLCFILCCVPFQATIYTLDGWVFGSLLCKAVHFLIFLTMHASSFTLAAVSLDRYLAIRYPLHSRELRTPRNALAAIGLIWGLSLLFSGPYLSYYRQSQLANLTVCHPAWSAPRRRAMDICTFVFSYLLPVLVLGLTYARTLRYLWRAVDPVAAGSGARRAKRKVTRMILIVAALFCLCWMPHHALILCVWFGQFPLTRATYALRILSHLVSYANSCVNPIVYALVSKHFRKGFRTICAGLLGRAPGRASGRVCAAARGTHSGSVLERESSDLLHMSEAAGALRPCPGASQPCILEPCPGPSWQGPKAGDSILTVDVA
Yeast growth inh = growth inhibitors of yeast BB579 in restrictive medium, primary screen, yeast lifespan-shortening project, S. cerevisiae; inhibition, % at 10 µM; AID 804, 2007; OD615, 48 h; hit rate 0.51% among 140,000;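 active means inhibition above a set limit, 3 SD over the mean compound inhibition, cut at about 44% in these data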; further: inactives centre near -24
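Assay system: S. cerevisiae DeaD strain BB579 yeast. Medium: CSMM-D restrictive synthetic medium containing dextrose (glucose). Times: 4 h cell preincubation, 48 h compound exposure, 30 °C humidified. Signal: OD615 turbidity measurement. Benchmarks: positive control amphotericin B 10 µg/mL.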
E-sel TNF inh = E-selectin induction blockers in HUVEC – imaging, immunofluorescence, high content, primary screen; HUVEC TNFa-induced E-selectin immunofluorescence; inhibition, % at 2 µM; hit rate 0.71% among 120,000; AID 1246, 2008;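 active means inhibition above the batch mean plus 3 SD, and confirmed as a hit on visual image review, cut at about 43% in these data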;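 further: 0% = TNF-stimulated DMSO wells and 100% = unstimulated control wells; not every result past the cut was called active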
Measles CPE = compounds protecting cells from measles virus cytopathic effect, primary screen, measles RdRp inhibitor project, single point, MLSMR library, absorbance | Measles virus-infected cells, CPE protection | protection (pct of control), % at 4 µM | hit rate 1.5% among 140,000 | AID 841, 2007; in the data active means protection mostly above about 24%, no sharp cut-off; inactive means mostly below about 26%; further: some compounds called inactive have numbers as strong as hits
* = called active by the depositor; x = no result given.

SMILES	Phagocyt inh	NPY-Y2 antag	Yeast life ext	MRP-1 activ	bCat KO growth	HCT116 PTEN-null	GALR2 blocker	Yeast growth inh	E-sel TNF inh	Measles CPE
COc1ccccc1CN1C(=O)[C@@H]2C(CCC(N)=O)NC3(C(=O)Nc4c3ccc(Cl)c4C)[C@@H]2C1=O (some centres not stated)	0	1	-6	-3.8	95	94	5	-7	6	28
O=C(CCS(=O)(=O)c1cccc2nsnc12)NCc1ccccc1Cl	x	1	-8	-3.9	76	91	-8	-21	28	7
CC(C)(C)c1cc(NC(=O)COc2ccc(Br)cc2)n(-c2ccccc2)n1	0	6	-12	-1.9	61	57	-1	-35	x	4
COC(=O)c1nc2nc(C)cc(C(F)(F)F)n2n1	0	0	-4	-0.1	94	104	-8	-15	-12	22
CN(C)CCNC(=O)/C=N/O	x	7	6	1.5	95	103	5	-16	27	18
Clc1ccc(-c2cc(CSc3cccc(Cl)c3)on2)cc1	x	17*	-18	2.3	95	105	-2	-19	x	20
CCOc1ccc2nc(N3CCC(C(=O)N4CCN(C5CCCCC5)CC4)CC3)sc2c1	2	2	-9	-4.8	59	65	-3	-14	x	8
Cc1nc(-c2cn[nH]c2-c2ccc(O)cc2O)cs1	x	2	1	-1.2	95	98	4	9	6	6
Cc1csc(NC(=O)c2sc3nc(-c4cccs4)ccc3c2N)n1	0	5	-7	-1.8	63	54	9	-12	-22	13
Cc1cc(C)c(S(=O)(=O)Nc2ccc(O)cc2)c(C)c1	0	3	-8	-0.6	88	90	-6	17	0	1
COc1ccc(C(=O)Nc2cccnc2)cc1C(=O)Nc1cccnc1	x	0	5	-0.8	84	84	-5	9	x	3
CCOc1ccc(N(CC(=O)NCC(C)C)S(C)(=O)=O)cc1	-1	2	-6	0.9	101	94	8	-14	-4	22
CN(c1cccc(NC(=O)COc2ccc(Cl)cc2Cl)c1)S(C)(=O)=O	x	1	x	1.7	88	88	-3	-23	25	2
Cc1ccccc1C(=O)N1CCN(c2ccc([N+](=O)[O-])c(N3CCOCC3)c2)CC1	x	1	-12	-0.3	93	93	-11	-1	17	6
O=C(CN(Cc1ccc(F)cc1)C(=O)c1ccco1)NCc1ccc(F)cc1	-1	7	-2	-2.6	92	87	5	-23	-5	5
COC1=C(c2ccccc2)C(=O)c2ccccc2C1=O	-3	0	13	-4.7	1.9*	2.0*	0	68*	x	29
O=C(Nc1cccnc1)C1OCCc2ccccc21 (configuration not stated)	0	2	-4	-1.5	96	102	4	-17	-30	20
CC1=C(C(=O)Nc2ccccc2)C(c2coc3ccccc3c2=O)C2=C(CCCC2=O)N1 (configuration not stated)	-11	2	-3	-3.1	85	93	13	-44	-104	4
CCc1ccc(/C=N\NC(=O)c2ccc(Br)o2)s1	2	2	-8	-3.3	75	69	13	-56	-15	6
O=C(Nc1cc(S(=O)(=O)N2CCCCC2)ccc1Cl)c1ccccc1NS(=O)(=O)c1ccc(F)cc1	-1	3	7	-4.3	28	22	24	-31	x	4
CCCCSc1nc2c(cnn2-c2ccc(Cl)cc2)c(=O)[nH]1	-1	2	-21	-4.3	97	78	2	-30	-11	6
O=c1cc(CSc2ccc(Cl)cc2)nc2nc[nH]n12	0	4	-7	-0.3	105	100	14	-51	-53	2
CCN1CCN(c2ccc(NC(=O)CCc3c(C)nc4c(-c5ccccc5)c(C)nn4c3C)cc2)CC1	0	-4	-8	-2.4	0.9*	1.9*	-8	-58	x	4
N/C(Cc1ccc([N+](=O)[O-])cc1)=N\OC(=O)COc1cccc2ccccc12	x	11	-7	-1.2	82	86	-8	-12	-4	3
CC(NC(=O)COC(=O)/C=C/c1cccc(C(F)(F)F)c1)c1ccccc1 (configuration not stated)	-2	7	5	0.4	106	102	4	-4	x	16
COc1ccccc1N1CCN(C(=O)c2cn(-c3ccccc3)nc2-c2cccnc2)CC1	-2	4	-14	-3.5	69	60	7	-40	x	20
Cc1ccc(CN2C(=O)CCC2C(=O)NCCN(CC(C)C)CC(C)C)cc1 (configuration not stated)	5	14	3	-1.5	82	85	4	-17	x	25
Cc1nc(-c2ccccc2)sc1C(=O)CSc1ccc(Br)cc1	0	13	-9	0.5	119	96	9	-19	9	5
COc1ccccc1CNC(=O)C1CC(=O)N(C2CCCC2)C1 (configuration not stated)	x	2	-3	-1.7	91	87	-11	-11	27	19
Cc1nn(-c2ccccc2)c(C)c1C(=O)OC/C(O)=C(\C#N)c1nc2ccccc2[nH]1	3	5	-17	-3.9	96	95	-8	-23	-30	7
Cc1cc2ccccc2c(=O)n1CC(=O)N(C)c1ccc(F)cc1	0	3	-21	-0.7	112	104	-4	-30	-8	4
Cc1cccc(Cn2cnc3c(NS(C)(=O)=O)c(C)c(C)cc32)c1	1	6	-17	-2.0	83	86	-9	2	-5	29
CCCCCSc1nc(O)cc(=O)[nH]1	1	3	58*	0.1	98	105	5	-19	-3	9
Nc1c(C(=O)Nc2ccc(Cl)c(Cl)c2)sc2nc(-c3cccnc3)ccc12	-8	3	0	-0.4	96	97	10	-16	x	15
N#Cc1nc(-c2cccs2)oc1NCc1ccccc1Cl	x	7	-22	-1.8	87	87	1	-19	-15	3
Cc1ccsc1C(=O)Nc1cc(C(C)(C)C)nn1-c1ccccc1	1	0	-10	-0.3	110	93	3	-36	5	1
COc1cccc(-n2c(SCC(=O)NC(C)(C)C)nnc2-c2ccoc2C)c1	-1	-1	-3	-0.7	85	95	-5	-15	11	12
CCCCOc1cc(C)nc(NCc2ccccc2)n1	1	6	-20	-1.8	48	45	1	-27	9	4
CS(=O)(=O)c1ccccc1-c1nc(-c2cc(C(F)(F)F)cc(C(F)(F)F)c2)no1	x	1	-8	-1.8	86	92	-4	-48	-18	3
CCC(C)[C@H](NC(=O)Nc1ccc(S(N)(=O)=O)cc1)C(=O)O (some centres not stated)	-2	-1	2	-2.4	88	99	6	-51	12	8
O=C(COc1ccc(=O)n(-c2ccccc2)n1)Nc1ccccc1	0	2	-12	-0.6	101	104	-1	-26	x	13
O=C(CCN1C(=O)c2ccccc2S1(=O)=O)NCc1ccco1	-2	2	-9	-3.9	106	82	-16	-17	x	6
Cc1ccc(N(C(=O)CNC(=O)c2ccco2)C(C(=O)NCC2CCCO2)c2ccccc2)cc1 (configuration not stated)	0	4	-5	-3.6	95	96	-2	-12	12	13
Cc1cccc(C)c1N=C1NN=C(c2ccccc2F)CS1	-4	5	2	-0.3	79	79	-3	1	x	14
CC(Sc1cnc2ccccc2n1)C(=O)O (configuration not stated)	x	9	-5	-1.4	96	100	2	-6	-8	9
O=C(COc1c(F)c(F)cc(F)c1F)NC(=O)NC1CCCC1	0	3	-12	0.5	104	110	-3	-22	x	3
COc1ccccc1N=c1scc(-c2ccc3c(c2)NC(=O)CO3)n1CC1CCCO1 (configuration not stated)	4	5	-9	-5.1	61	61	-6	-10	-36	5
COc1ccc(CCNC(=O)c2cc(CC(C)C)on2)cc1OC	4	4	-17	1.4	91	90	9	11	x	40*
c1ccc2sc(Sc3ncnc4sccc34)nc2c1	-4	9	-3	-6.2	4.2*	4	17	-20	29	9
Cc1ccc2[nH]cc(C(=O)CN3CCN(c4ccccc4F)CC3)c2c1	0	5	-20	-1.9	88	100	9	-18	-7	4
Cc1cc(C)c(NC(=O)C2c3ccccc3Oc3ccccc32)c(C)c1	1	4	-2	-0.7	85	88	3	-12	x	3
Cc1ccc(SCCC(=O)OCC(=O)Nc2ncc(Cl)cc2Cl)cc1	-1	13	2	-0.9	88	102	2	-32	17	26
O=C(NCc1cccnc1)c1cc2ccccc2oc1=O	0	2	-14	-1.3	97	86	5	-6	10	3
Cc1cccc(-c2n[nH]c(=S)n2-c2ccccc2)c1[N+](=O)[O-]	-9	6	0	0.3	103	101	2	-13	x	8
O=C(CN1CCN(c2ccc(O)cc2)CC1)Nc1cc(S(=O)(=O)N2CCOCC2)ccc1Cl	x	-1	0	-2.3	82	86	1	-38	x	14
Cc1c(/C=N\NC(=O)C2(C)CC2(Cl)Cl)cnn1C (configuration not stated)	-2	2	5	-2.6	96	95	-9	-35	-11	4
CCc1ccc(NC(=O)N(Cc2ccco2)C(C)c2cccs2)cc1 (configuration not stated)	0	7	-19	1.4	87	76	6	-35	-8	9
COc1ccc(NC(=O)CCc2ccccc2)cc1NC(=O)c1ccco1	-2	-3	-6	-4.5	80	79	0	-14	-15	8
CCOc1nc(Nc2ccc([N+](=O)[O-])cc2)nc(NC(C)(C)C)n1	-2	-4	-4	-1.7	91	79	-4	-33	x	10
Cc1nn(C)c(C)c1CN(C)S(=O)(=O)c1ccc2ccccc2c1	x	-1	x	-0.7	21	29	17	-23	10	47*

Further structures follow:
SMILES	Phagocyt inh	NPY-Y2 antag	Yeast life ext	MRP-1 activ	bCat KO growth	HCT116 PTEN-null	GALR2 blocker	Yeast growth inh	E-sel TNF inh	Measles CPE
O=C1c2ccccc2C(=O)N1Nc1ccccc1	x	0	-6	-1.9	109	105	1	-27	-12	20
COC(=O)C1CCN(C(=O)CSc2ccccc2)CC1	-2	2	3	-1.1	88	95	14	-40	x	27
COc1ccc(CCNC(=O)COC(=O)c2ccco2)cc1OC	-1	-2	-2	0.0	99	100	-2	-9	0	39*
O=C(N/N=C/c1ccc(Sc2ccccn2)o1)c1cc2ccccc2cc1O	0	3	-11	-1.1	35	48	-1	-73	-33	2
CCC(c1nnnn1Cc1ccc(F)cc1)N1CCN(C2CCCCC2)CC1 (configuration not stated)	0	37*	-8	-2.0	79	72	-12	-19	x	37
O=C(NCCN1CCOCC1)/C(=C\c1ccc(Br)cc1)NC(=O)c1cccs1	x	1	-2	-0.2	99	103	-2	-2	0	9
c1cn2cc(CSC3CCCCC3)nc2s1	1	2	-17	-0.6	99	77	-23	-34	-8	6
O=C1c2cnc3nc(SCc4cccc(Cl)c4)nn3c2CC2c3ccccc3CCN12 (configuration not stated)	0	12	-2	-3.2	59	61	4	-18	-4	-1
CCCCN=C1NN=C(c2cc3ccccc3o2)CS1	-5	3	-5	-2.4	94	93	-5	-3	-3	5
COc1ccc(-c2nc(Cn3c(SCc4cccc(F)c4)nc4ccncc43)c(C)o2)cc1OC	1	5	-7	-1.7	64	68	-6	-17	-32	4
Cc1ccc(-c2nc(C#N)c(NCc3ccco3)o2)cc1	1	-1	-11	0.1	91	95	3	-34	-14	9
CCn1ncc(NC(=O)Nc2cccc(C(F)(F)F)c2)c1C(N)=O	-2	-2	-9	-0.2	103	110	-7	-30	20	29
O=C(CN1CCCCCC1)N/N=C/c1ccc(Cl)c(Cl)c1	-8	5	7	-1.1	96	107	-3	-35	-4	7
